KOR beta-arrestin-1: kappa opioid receptor blockers – cell-based, luminescence, uHTS (AID 1778); inhibition, % at 10 µM, or IC50 in µM where a hit was titrated; KOR beta-arrestin recruitment, luminescence, antagonist mode; higher % means a stronger effect; 290,000 tested, 0.091% active; also: strong numbers were not always called active
GPR55 antagonists: inhibition of LPI-stimulated GPR55 beta-arrestin translocation – imaging, U2OS, beta-arrestin-GFP, LPI agonist, primary screen (AID 2013). 290,000 tested, 0.13% active. U2OS GPR55 beta-arrestin-GFP translocation imaging, LPI antagonism; higher % means a stronger effect. inhibition, % at 10 µM, or IC50 in µM where a hit was titrated;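 active = spots per cell inhibited over 60%, with over 100 cells counted and total cytoplasm intensity under 500,000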;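 also: U2OS cells stably carrying GPR55 and arrestin-GFP stimulated by 5 µM LPI near EC80; imaged beta-arrestin-GFP aggregate spots per cell after agonist stimulation; plate controls were LPI-stimulated DMSO wells for no effect and DMSO wells without LPI for full effect; some results filed as inactive read as strong as hits; confirmed hits need IC50 under 10 µM and bright autofluorescent wells are also inconclusive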
NOD1 inhibition: inhibition of NOD1-driven NF-kB reporter – cell-based, luminescence, uHTS, primary screen (AID 1578). inhibition, % at 4 µM, or EC50 in µM where a hit was titrated. NOD1-driven NF-kB luciferase reporter cells, luminescence; higher % means a stronger effect. 290,000 tested, 1% active; in the data active = inhibition mostly above about 36%, no sharp cut-off; inactive = mostly below about 34%;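 also: HEK-293T reporter cells stimulated with the NOD1 agonist gamma-tri-DAP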
GPR55 activation: selective activators of receptor GPR55 – imaging, U2OS cells, beta-arrestin-GFP redistribution, primary screen (AID 1961) | U2OS GPR55 beta-arrestin-GFP redistribution imaging; higher % means a stronger effect | one-dose activation, % at 10 µM; EC50 in µM for titrated hits | 290,000 tested, 0.048% active;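 active = activation above 40% with more than 50 cells counted in the well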;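 also: U2OS osteosarcoma cells stably expressing GPR55 and beta-arrestin-GFP; plate controls were DMSO negative control for no effect and LPI positive control for full effect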
NTR1 agonist: agonists of NTR1, primary screen, imaging, U2OS cells, beta-arrestin-GFP, high content (AID 493036). 330,000 tested, 0.17% active. NTR1-U2OS beta-arrestin-GFP spot imaging, agonist mode. P30989. activation, % at 20 µM;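 active = activation at or above 40% of the spot to cytoplasm intensity ratio, with at least 20 cells analyzed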;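 also: 0% = DMSO without peptide and 100% = 100 nM NTR1 peptide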
Target sequence (P30989 whole entry, looked up): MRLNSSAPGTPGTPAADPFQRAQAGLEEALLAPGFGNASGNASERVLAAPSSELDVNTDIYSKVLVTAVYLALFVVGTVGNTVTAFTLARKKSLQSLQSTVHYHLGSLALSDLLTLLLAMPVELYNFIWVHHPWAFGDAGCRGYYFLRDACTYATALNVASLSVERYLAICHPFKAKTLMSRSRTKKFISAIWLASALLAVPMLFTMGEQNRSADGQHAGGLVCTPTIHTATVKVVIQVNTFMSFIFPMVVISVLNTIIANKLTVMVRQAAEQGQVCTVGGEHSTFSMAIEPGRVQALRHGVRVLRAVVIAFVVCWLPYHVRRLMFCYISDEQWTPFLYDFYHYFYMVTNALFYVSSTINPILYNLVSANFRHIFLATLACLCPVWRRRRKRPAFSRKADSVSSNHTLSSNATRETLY
NOD2 inhibition: NOD2 signaling inhibitors, cell-based, luminescence, uHTS, HEK293 (AID 1566); 290,000 tested, 0.63% active; HEK293 NOD2/NF-kB luciferase reporter, luminescence; higher % means a stronger effect; inhibition, % at 4 µM; hits with a dose series show EC50 in µM; also: many of its hits are not listed in these tables
T cell HTS: T cell immune modulators affecting CD8 T cell-vesicle binding | calls only at 7 µM | 2C CD8+ T cell-vesicle binding, flow cytometry; stronger effect = lower value | 330,000 tested, 0.068% active;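 active = response, share of CD8 T cells binding vesicles, and their 90th percentile fluorescence all below set limits, cut at about 80% in these data, passing the limit was not always enough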
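Material: 2C TCR transgenic mouse naive CD8+ T cells, MACS-purified. Also added: QL9-charged Drosophila Ld/ICAM-1/B7-1 vesicles. Timing: binding 1.5 h at 37 °C. Measured by: high-throughput flow cytometry with anti-B7-1 and anti-CD8 staining. Read-out: percent CD8+ FL2 mean versus row control. Controls: Unloaded micro-vesicles (low), QL9 vesicles with 0.7% DMSO (high).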
KOR beta-arrestin-2: KOR agonists, beta-arrestin recruitment, primary screen, cell-based, luminescence, uHTS (AID 1777); activation, % at 10 µM, or EC50 in µM where a hit was titrated; 280,000 tested, 0.02% active; KOR beta-arrestin recruitment, luminescence; higher % means a stronger effect; in the data active = activation above about 50%, passing the limit was not always enough; also: a part of the inactive calls stands beside numbers as strong as those of hits
Myeloid diff 2: promotes myeloid progenitor differentiation; AID 624256; calls only at 10 µM; ER-HoxA9 myeloid progenitors, lysozyme-GFP differentiation, flow cytometry; 360,000 tested, 1% active;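 active = normalized GFP-positive differentiation at or above the plate's own cutoff, the solvent-only control mean plus 3 SD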;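 also: cells exposed to compound for four days before flow analysis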
T cell HTS vesicle-bound %: second read-out of T cell HTS, no call of its own (marks repeat the call); double positive events, %; measured here: CD8+ vesicle-bound cell fraction;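 binding gate set so that unloaded-vesicle control wells show 10% double positive cells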
NTR1 agonist cell count 20 µM: also measured in NTR1 agonist; calls as there; cell count; measured here: cell count, cytotoxicity flag
Myeloid diff 2 GFP+ MAC1+ %: recorded beside Myeloid diff 2, whose call it bears; GFP+ MAC1+ double positive, %; measured here: differentiation confirmed by MAC1 staining
* = called active by the depositor; i = inactive; / = no result given; + = active, no number; [ ] = another dose, or the depositor's remark. Rule as the data show it, unless noted: active = inhibition above about 50%; inactive = the rest. Some of the compounds tested (hit frequency here may not be typical).

Short forms – A = KOR beta-arrestin-1; B = GPR55 antagonists; C = NOD1 inhibition; D = GPR55 activation; E = NTR1 agonist; F = NTR1 agonist cell count 20 µM; G = NOD2 inhibition; H = T cell HTS; I = T cell HTS vesicle-bound %; J = KOR beta-arrestin-2; K = Myeloid diff 2; L = Myeloid diff 2 GFP+ MAC1+ %
structure: O=C(O)C(c1ccccc1)N1C(=O)c2ccccc2C1=O (stereo unspecified)
  A: 8%; B: 19%; C: 11%; D: 1.4%; E: 0.4; F: 44; G: -13%; H: i; I: 37; J: -3.7%; K: i; L: 0.8

structure: COc1ccc(N/C(C)=C/C(=S)Nc2ccccc2)cc1
  A: 28%; B: 8%; C: -43%; D: -0.1%; E: -1.3; F: 61; G: -38%; H: i; I: 48; J: -4.6%; K: i; L: 1.5

structure: CC(C)NC(=S)Nc1cccc2cnccc12
  A: -105%; B: 14%; C: -9%; D: 0.5%; E: -0.9; F: 56; G: 12%; H: i; I: 43; J: 0.7%; K: i; L: 2.3

structure: OCCCCNCc1ccc(OCc2ccccc2)cc1
  A: 17%; B: 9%; C: 0%; D: -0.3%; E: 4.0; F: 60; G: -6%; H: i; I: 19; J: -5.4%; K: i; L: 0.5

structure: CCOCc1nnc(NC(=O)C2CCN(C(=O)C3CC(=O)N(c4ccc(C)cc4)C3)CC2)s1 (stereo unspecified)
  A: 17%; B: 5%; C: -41%; D: -0.1%; E: -0.7; F: 54; G: -10%; H: i; I: 19; J: 0.0%; K: i; L: 5.4

structure: COc1cccc(-c2nc(CS(=O)(=O)CC(=O)Nc3ccc(F)cc3F)c(C)o2)c1
  A: -13%; B: -4%; C: 1%; D: 0.2%; E: 0.7; F: 51; G: 7%; H: i; I: 5; J: -1.9%; K: i; L: 1.5

structure: Cc1cc(C)n2nc(SCCC(=O)NCCc3ccccc3)nc2n1
  A: 62%; B: 8%; C: -27%; D: 0.2%; E: 0.8; F: 65; G: 28%; H: i; I: 36; J: -11%; K: i; L: 5.3

structure: C=CCCN(C(CC(C)C)C(=O)OC)S(=O)(=O)c1cc(Br)ccc1Br (stereo unspecified)
  A: -9%; B: 11%; C: 3%; D: 0.0%; E: -6.4; F: 45; G: 32%; H: i; I: 28; J: 1.6%; K: i; L: 1.0

structure: O=c1[nH]c2ccc(NC(=S)NCc3ccccc3)cc2[nH]1
  A: /; B: 10%; C: 2%; D: -1.9%; E: 1.4; F: 60; G: -13%; H: i; I: 6; J: -1.3%; K: i; L: 0.0

structure: COc1ccc(CNC(=O)CN(C(=O)c2csnn2)c2cccc(F)c2)cc1
  A: -58%; B: 12%; C: -1%; D: 0.2%; E: 3.2; F: 38; G: -6%; H: i; I: 22; J: 1.0%; K: i; L: 0.2

structure: COC(=O)c1ccc(NC(=O)C2CCN(S(C)(=O)=O)CC2)cc1
  A: -24%; B: 5%; C: -11%; D: -0.2%; E: -2.3; F: 86; G: 15%; H: i; I: 16; J: -0.1%; K: i; L: 0.7

structure: CCOC(=O)N1CCN(C(=O)CN(Cc2ccccc2)S(=O)(=O)c2ccc(OC)c(C)c2)CC1
  A: 19%; B: 7%; C: /; D: -0.2%; E: 0.2; F: 62; G: -3%; H: /; I: /; J: -2.9%; K: i; L: 0.9

structure: CCN(CC)Cc1cc(O)c(CN(CC)CC)cc1O
  A: -25%; B: -12%; C: -6%; D: -0.1%; E: /; F: /; G: 10%; H: /; I: /; J: 3.1%; K: i; L: 0.3

structure: O=C1NC(NS(=O)(=O)c2ccccc2)(C(F)(F)F)C(=O)N1Cc1ccccc1 (stereo unspecified)
  A: -32%; B: 2%; C: 11%; D: -0.1%; E: -0.5; F: 62; G: 0%; H: i; I: 31; J: -4.4%; K: i; L: 0.9

structure: O=C(O)c1cccc(N2C(=O)c3cc([N+](=O)[O-])cc4cc([N+](=O)[O-])cc(c34)C2=O)c1
  A: 40%[20 µM]; B: -4%; C: -27%; D: 0.3%; E: 2.1; F: 60; G: 10%; H: i; I: 44; J: -6.7%; K: i; L: 0.7

structure: COC(=O)[C@H](Cc1c[nH]c2ccccc12)NC(=O)NCc1ccccc1
  A: -25%; B: -5%; C: -4%; D: 0.0%; E: 2.0; F: 74; G: -21%; H: i; I: 46; J: 5.1%; K: i; L: 1.0

structure: Cn1c(C(=O)OC(C(=O)NC2CCCC2)c2cccnc2)cc2sccc21 (stereo unspecified)
  A: -5%; B: 12%; C: -28%; D: -0.3%; E: -0.3; F: 42; G: -10%; H: i; I: 9; J: -4.6%; K: i; L: 1.0

structure: O=C(O)c1cc(N/N=C/C=C/c2ccccc2)ccc1Cl
  A: 13%; B: -2%; C: -65%; D: 0.1%; E: 0.1; F: 63; G: -98%; H: i; I: 25; J: -3.4%; K: i; L: 0.3

structure: CCc1ccc(OCC(=O)NNC(=S)NC(=O)C2CCCCC2)c(Br)c1
  A: 9%; B: 5%; C: 1%; D: -0.1%; E: 1.4; F: 47; G: 5%; H: i; I: 8; J: 7.2%; K: i; L: 0.7

structure: CC/C(=N\NC(=O)c1ccccc1Cl)c1ccc(Br)s1
  A: 6%; B: 8%; C: -15%; D: 0.3%; E: 22; F: 53; G: 15%; H: i; I: 39; J: -1.8%; K: i; L: 0.4

structure: COc1ncccc1-c1nnn(-c2ccc(Cl)nc2)n1
  A: 5%; B: -8%; C: -33%; D: 0.3%; E: -1.6; F: 55; G: -35%; H: /; I: /; J: 1.0%; K: i; L: 1.3

structure: [N-]=[N+]=NC[C@H](Cc1ccccc1)N1CC[C@@H](O)CCC1=O
  A: -15%[20 µM]; B: -16%; C: -13%; D: -0.3%; E: -0.7; F: 86; G: 0%; H: i; I: 28; J: -0.7%; K: i; L: 1.7

structure: CCc1ccc2nc(Nc3ccc(OC)cc3OC)c(C#N)cc2c1
  A: -11%[20 µM]; B: 4%; C: 1%; D: 0.6%; E: 5.2; F: 86; G: 25%; H: i; I: 44; J: /; K: i; L: 0.9

structure: Cc1ccc(OCCCCN2CCC(C)CC2)c(Br)c1
  A: -49%; B: 25%; C: -30%; D: -0.3%; E: -0.3; F: 61; G: -42%; H: i; I: 62; J: 2.5%; K: i; L: 0.2

structure: O=C(Nc1ccc(S(=O)(=O)N2CCC(C(=O)NC3CCCCC3)CC2)cc1)c1ccco1
  A: 10%; B: 10%; C: -23%; D: -0.2%; E: 1.5; F: 83; G: 10%; H: i; I: 19; J: -0.1%; K: i; L: 0.8

structure: COc1ccc(C)cc1N(C(=O)CNC(=O)c1ccco1)C(C(=O)NC1CCCC1)c1cccnc1 (stereo unspecified)
  A: 23%; B: 7%; C: 0%; D: 0.2%; E: -2.0; F: 58; G: 7%; H: i; I: 8; J: 5.1%; K: i; L: 1.0

structure: CCC(c1nnnn1Cc1ccco1)N(CCc1ccccc1)Cc1cc2ccc(OC)cc2[nH]c1=O (stereo unspecified)
  A: 22%; B: -12%; C: 14%; D: 0.1%; E: 2.8; F: 38; G: -9%; H: i; I: 30; J: 0.5%; K: i; L: 0.7

structure: Cc1ccc(C(=O)N2CCOCC2)cc1S(=O)(=O)N1CCCC1
  A: 10%; B: 3%; C: -32%; D: 0.0%; E: 0.5; F: 46; G: 3%; H: i; I: 19; J: -2.7%; K: i; L: 0.6

structure: O=C1c2[nH]nc(-c3ccccc3O)c2C(c2ccccc2)N1Cc1ccco1 (stereo unspecified)
  A: 28%; B: 4%; C: 0%; D: 0.2%; E: 2.1; F: 89; G: -12%; H: i; I: 18; J: 3.1%; K: +; L: 2.5*

structure: CS(=O)(=O)N(CC(=O)N1CCN(Cc2ccccc2)CC1)c1cccc(F)c1
  A: -10%; B: 15%; C: -4%; D: -0.1%; E: -0.7; F: 74; G: -11%; H: i; I: 36; J: 9.6%; K: i; L: 1.2

structure: CCOc1cc(CNCCSc2nnnn2C)cc(Br)c1OCc1ccccc1
  A: -7%; B: 0%; C: 23%; D: 0.1%; E: 9.0; F: 23; G: 11%; H: i; I: 6; J: -0.3%; K: i; L: 0.4

structure: O=C(NCC(=O)N(CC1CCCO1)C(C(=O)NC1CCCC1)c1cccnc1)c1ccco1 (stereo unspecified)
  A: -40%; B: 10%; C: -5%; D: 0.2%; E: -1.7; F: 61; G: 17%; H: i; I: 44; J: 3.8%; K: i; L: 0.8

structure: CC1(C)CC(=O)C(C=NCCN2CCN(C(=S)Nc3ccc(F)cc3)CC2)=C(O)C1
  A: -45%; B: 13%; C: 2%; D: -0.1%; E: 0.4; F: 52; G: -6%; H: i; I: 47; J: 2.5%; K: i; L: 0.7

structure: COc1ccc(S(=O)(=O)NCCSCc2cccs2)cc1
  A: 19%; B: 4%; C: -16%; D: 0.2%; E: -2.0; F: 52; G: 2%; H: i; I: 57; J: -1.3%; K: i; L: 1.0

structure: c1ccc(-c2ccc(-c3[nH]ncc3CN3CCC(N4CCSCC4)CC3)cc2)cc1
  A: -55%[20 µM]; B: 7%; C: -39%; D: 0.3%; E: 1.1; F: 37; G: -35%; H: i; I: 47; J: /; K: i; L: 0.1

structure: Cc1ccc(NC(=O)CN(C)C(=O)CSc2nnc(C(F)(F)F)n2C)cc1
  A: -40%; B: -10%; C: -2%; D: 0.1%; E: 1.9; F: 63; G: 17%; H: i; I: 40; J: 1.4%; K: i; L: 0.2

structure: CCOC(=O)c1cnc(-n2nc(C)cc2C)nc1-n1nc(C)cc1C
  A: -26%; B: 13%; C: -17%; D: -0.1%; E: -0.8; F: 50; G: -6%; H: i; I: 49; J: -1.0%; K: i; L: 1.3

2 of the compounds above, with each value named.
[N-]=[N+]=NC[C@H](Cc1ccccc1)N1CC[C@@H](O)CCC1=O
  KOR beta-arrestin-1: -15%[20 µM]; GPR55 antagonists: -16%; NOD1 inhibition: -13%; GPR55 activation: -0.3%; NTR1 agonist: -0.7; NTR1 agonist cell count 20 µM: 86; NOD2 inhibition: 0%; T cell HTS: i; T cell HTS vesicle-bound %: 28; KOR beta-arrestin-2: -0.7%; Myeloid diff 2: i; Myeloid diff 2 GFP+ MAC1+ %: 1.7
CCc1ccc2nc(Nc3ccc(OC)cc3OC)c(C#N)cc2c1
  KOR beta-arrestin-1: -11%[20 µM]; GPR55 antagonists: 4%; NOD1 inhibition: 1%; GPR55 activation: 0.6%; NTR1 agonist: 5.2; NTR1 agonist cell count 20 µM: 86; NOD2 inhibition: 25%; T cell HTS: i; T cell HTS vesicle-bound %: 44; KOR beta-arrestin-2: /; Myeloid diff 2: i; Myeloid diff 2 GFP+ MAC1+ %: 0.9
